# Screens deposited in PubChem by The Scripps Research Institute Molecular Screening Center.
# CHO parental Ca: counter-screen: ATP calcium response change in parental CHO cells; parental CHO-K1, ATP-induced calcium, Fluo-8 fluorescence; inhibition, % at 5.6 µM; 0.63% of 330,000 active;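 active means inhibition above that plate's mean sample inhibition plus 3 SD, cut at about 26% in these data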;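 further: 0% = ATP-challenged DMSO wells and 100% = DMSO wells without ATP; some compounds past the cut are filed as inactive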
#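 material = parental CHO cells | also added = ATP as calcium-mobilizing challenge | dosing = single point at 5.6 µM | detection = intracellular calcium via Fluo-8 no-wash fluorescent dye | read-out = % inhibition | benchmarks = low control ATP plus DMSO, high control DMSO only | repeats = one well per compound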
# V1R ag counter: counter-screen for oxytocin receptor agonists: human V1a receptor agonists | CHO-V1R cells, Fluo-8 calcium fluorescence, agonist mode; 0% DMSO, 100% 3 nM vasopressin | activation, % at 3 µM | 0.25% of 320,000 active | AID 2797;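 active means activation above the mean activation of all tested compounds plus 3 SD, per screening run, cut at about 20% in these data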;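 further: signal is peak over basal fluorescence ratio across a 100 second FLIPR read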
# Target sequence (P37288 whole entry, looked up): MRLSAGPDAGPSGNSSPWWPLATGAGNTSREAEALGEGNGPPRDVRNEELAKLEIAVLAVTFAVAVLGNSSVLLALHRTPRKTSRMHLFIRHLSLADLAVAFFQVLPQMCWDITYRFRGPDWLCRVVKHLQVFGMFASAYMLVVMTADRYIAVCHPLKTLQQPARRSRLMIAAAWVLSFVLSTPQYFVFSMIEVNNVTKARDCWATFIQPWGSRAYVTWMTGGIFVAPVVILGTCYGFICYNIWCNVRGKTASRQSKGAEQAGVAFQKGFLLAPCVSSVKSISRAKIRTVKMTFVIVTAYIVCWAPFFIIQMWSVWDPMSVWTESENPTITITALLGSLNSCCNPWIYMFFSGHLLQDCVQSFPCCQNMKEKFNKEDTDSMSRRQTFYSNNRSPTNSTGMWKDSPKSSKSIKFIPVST
# M1 ag: human M1 muscarinic receptor agonism. activation, % at 3 µM. CHO-K1 hM1, Fluo-8 calcium fluorescence, agonist mode; 0% DMSO, 100% acetylcholine EC100. P11229. AID 588814. 0.33% of 360,000 active;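 active means activation above the run's mean compound activation plus 3 SD, cut at about 16% in these data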;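 further: peak over basal fluorescence ratio within a 140 s kinetic read after compound addition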
# CHO-K1 Ca antag: M1 antagonist counterscreen hit in parental CHO-K1 cells; AID 602250; 0.6% of 360,000 active; ATP-induced calcium, Fluo-8 fluorescence; inhibition, % at 3 µM;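 active means inhibition above a per-plate cutoff, the plate's mean sample inhibition plus 3 SD, cut at about 24% in these data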;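 further: 0% = DMSO plus EC80 ATP and 100% = DMSO alone without ATP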
# TAAR1 agonist: agonists of human TAAR1. CHO RD-HGA16 TAAR1, Fluo-8 calcium fluorescence; vehicle wells 0%, saturating PEA agonist 100%. activation, % at 3 µM. 0.99% of 360,000 active;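 active means activation above the mean activation of all test compounds in the run plus 3 SD, cut at about 38% in these data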
# Target sequence (Q96RJ0 whole entry, looked up): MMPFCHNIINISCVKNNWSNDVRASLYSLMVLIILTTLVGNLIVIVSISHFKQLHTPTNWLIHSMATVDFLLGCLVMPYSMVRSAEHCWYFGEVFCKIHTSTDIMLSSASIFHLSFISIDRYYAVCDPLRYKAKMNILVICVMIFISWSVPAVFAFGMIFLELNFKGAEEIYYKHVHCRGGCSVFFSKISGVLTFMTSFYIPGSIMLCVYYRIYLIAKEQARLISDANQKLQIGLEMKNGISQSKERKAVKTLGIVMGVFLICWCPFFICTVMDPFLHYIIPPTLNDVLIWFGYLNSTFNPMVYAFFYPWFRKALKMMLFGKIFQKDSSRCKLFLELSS
#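 Assay system: CHO-derived RD-HGA16 cells with stable Gα16 and human TAAR1; timing: 17-24 h seeding, 75 min 37 °C dye, 30 min RT; read-out: % activation from peak over basal fluorescence ratio, DMSO-to-PEA scaled; measured by: kinetic Fluo-8 calcium fluorescence; benchmarks: low control DMSO, high control PEA (EC100); doses: 3 µM single concentration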
# TAAR1 antagonist: antagonists of human TAAR1 | CHO RD-HGA16 TAAR1, Fluo-8 calcium fluorescence, antagonist | inhibition, % at 3 µM | 1.5% of 360,000 active;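 active means inhibition above a per-plate cutoff, the mean inhibition of test compounds on that plate plus 3 SD, cut at about 49% in these data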;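 further: 0% = DMSO plus EC80 beta-PEA response and 100% = DMSO alone without agonist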
#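 Material: RD-HGA16 CHO cells with stable hTAAR1 and Gα16; Dosing: single nominal final test compound concentration of 3 µM; Schedule: seeding 17-24 h prior, 75-min 37 °C, 30-min RT dye loading; Detection: kinetic Fluo-8 calcium fluorescence measurement; Measure: % inhibition from peak post-agonist over basal fluorescence ratio; Benchmarks: vehicle and agonist controls.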
# OXTR potentiator: potentiators of human oxytocin receptor | AID 2445 | 0.061% of 320,000 active | CHO-OTR cells, Fluo-8 calcium fluorescence, potentiator mode; 0% = oxytocin EC15, 100% = EC100 | activation, % at 3 µM;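 active means activation above that plate's cutoff, the mean activation of tested compounds plus 3 SD, cut at about 6.6% in these data, passing the limit was not always enough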;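 further: 100% uses oxytocin at 75 nM as the full agonist control; some results filed as inactive read as strong as hits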
#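 Replication – single well per compound, singlicate · Assay system – CHO cell line stably expressing human OTR · Timing – 6 min pre-incubation, 100 s read · Measure – normalized max/min fluorescence ratio, % activation · Doses – 3.0 µM, one dose · Detection – Fluo-8 calcium dye fluorescence · Probe or stimulus – oxytocin near EC15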
# M1 ag parental: nonselective activator or artifact in parental CHO-K1 cells; 0.48% of 360,000 active; Fluo-8 calcium fluorescence; scaled to maximal ATP response, vehicle zero; AID 602248; activation, % at 3 µM; in the data active means activation above about 15%;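 further: untransfected CHO-K1 host cells lacking M1 receptor as counterscreen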
# CHO-K1 Ca PAM: M1 PAM counterscreen hit in parental CHO-K1 cells. ATP EC20, Fluo-8 calcium fluorescence; 0% at ATP EC20, 100% at ATP max. activation, % at 3 µM. 0.02% of 360,000 active. AID 602247;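 active means activation above the run cutoff, the mean activation of all test compounds plus 3 SD, cut at about 40% in these data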;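 further: peak over basal fluorescence ratio in a 140 s read after ATP addition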
# The depositor's hits bear a star; . = no result given.
SMILES,CHO parental Ca,V1R ag counter,M1 ag,CHO-K1 Ca antag,TAAR1 agonist,TAAR1 antagonist,OXTR potentiator,M1 ag parental,CHO-K1 Ca PAM
CC(=O)OCC=C1CCC2C3CCC4=CC(=O)CCC4(C)C3C(O)CC12C (configuration not stated),.,.,-6,11,5,7,.,4.0,-5
COc1ccc(C(C2C(=O)CC(C)(C)CC2=O)C2C(=O)CC(C)(C)CC2=O)cc1COCC(F)(F)F,-8,-0.1,-5,-10,3,9,-3,1.9,8
O=C(NCc1cccs1)C1CCCCC1,10,-0.4,-5,17,0,17,1,0.4,7
COc1ccc(-c2nc(C)sc2C)cc1,-7,-1.3,-6,-4,10,1,-10,0.1,15
Cc1noc(C)c1S(=O)(=O)NC(=O)C1(C)CCN1C(=O)C1(c2ccc(Cl)cc2)CC1 (configuration not stated),.,.,-2,-4,1,7,.,0.2,0
CS(=O)(=O)c1nc(-c2ccc(F)cc2)cc(C(F)(F)F)n1,.,.,-5,11,4,-1,.,-0.2,1
Cc1ccn2c(NC(C)(C)C)c(-c3cccs3)nc2c1,-27,0.6,-14,-14,4,14,4,2.5,14
Cc1ccccc1OCC(=O)NCC1CCCO1 (configuration not stated),-5,0.1,-4,-7,24,-20,-15,0.1,11
CCC(C)NC(=O)CSC1=Nc2ccccc2C2=NC(CC(=O)NCc3ccccc3)C(=O)N12 (configuration not stated),1,0.1,-4,-8,5,5,-1,0.3,6
CCOn1c(SCC)nc2ccccc2c1=O,-8,-0.9,-6,-6,17,-9,-11,0.7,21
Cc1ccc(NCC(=O)N/N=C\C(Br)=C\c2ccccc2)cc1,-19,0.5,-1,-15,1,-16,-8,-0.5,2
O=C(CCc1nc2ccccc2c(=O)[nH]1)NNC(=O)c1ccc(F)cc1,-3,0.0,-3,-12,6,-2,0,0.6,3
O=C(Cn1nnc(-c2cccs2)n1)NCCc1ccccc1,10,0.4,-2,11,21,-2,-7,1.9,2
Cc1ccsc1C(=O)OCC(=O)Nc1c(Cl)cccc1C(F)(F)F,-20,-0.8,-8,8,1,-10,0,1.1,-8
COc1ccccc1N1CCN(c2ccc([N+](=O)[O-])cn2)CC1,-10,0.1,-4,5,3,27,-6,1.5,-5
O=C(C1CC1)N(Cc1ccco1)c1nc(-c2ccccc2)cs1,-7,-1.1,-4,-13,-1,11,-9,0.3,22
O=C(CCN1CCN(C(=O)c2ccccc2)CC1)c1ccc(Br)cc1,-27,2.9,-12,7,0,-16,-10,1.9,5
Cc1ccc(/C=C/C2=NN(Cc3ccccc3Cl)C(=O)CC2)cc1,-19,0.7,1,4,-2,4,-6,1.3,13
Cc1noc(C)c1-c1ccc(C(=O)NCC2CC2)c2occc12,.,.,-2,4,1,-18,.,-0.3,-12
Cc1cc(C)cc(N(CC(=O)NCc2ccco2)C(=O)CCC(=O)Nc2nccs2)c1,-31,-0.2,1,20,3,10,-4,-0.2,-11
COc1ccc(CCNC(=O)Cc2cccs2)cc1OC,6,-0.4,-5,10,5,14,-13,-0.2,8
Cc1ccsc1C(=O)OCC(=O)Nc1ccc(Cl)cc1C(F)(F)F,-5,-0.5,-8,-10,18,5,-5,0.0,20
CC12CCC(=O)N1C(C(=O)Nc1cccc3ccccc13)CS2 (configuration not stated),-8,7.9,-1,8,7,-7,-16,-0.2,6
Cc1ccccc1-c1cc2c(c3c1ccn3C)C1CCC2C1 (configuration not stated),.,.,1,3,2,2,.,0.2,12
CC1(C)Cc2c(c(N3CCOCC3)nc3sc4c(NCCN5CCOCC5)nnnc4c23)CS1,-18,0.5,-6,3,-1,-10,-6,8.9,2

# For convenience, part of the list above:
SMILES,CHO parental Ca,V1R ag counter,M1 ag,CHO-K1 Ca antag,TAAR1 agonist,TAAR1 antagonist,OXTR potentiator,M1 ag parental,CHO-K1 Ca PAM
CC12CCC(=O)N1C(C(=O)Nc1cccc3ccccc13)CS2 (configuration not stated),-8,7.9,-1,8,7,-7,-16,-0.2,6
Cc1ccccc1-c1cc2c(c3c1ccn3C)C1CCC2C1 (configuration not stated),.,.,1,3,2,2,.,0.2,12
CC1(C)Cc2c(c(N3CCOCC3)nc3sc4c(NCCN5CCOCC5)nnnc4c23)CS1,-18,0.5,-6,3,-1,-10,-6,8.9,2

# The list continues.
SMILES,CHO parental Ca,V1R ag counter,M1 ag,CHO-K1 Ca antag,TAAR1 agonist,TAAR1 antagonist,OXTR potentiator,M1 ag parental,CHO-K1 Ca PAM
C=CCOC(=O)C1=C[C@@H](c2ccccc2)[C@H](CCCO)[C@@H](OCC)O1,-14,-0.7,1,-13,3,-1,2,0.2,7
O=C(Nc1cccc(Br)c1)c1ccc2c(c1)SC1=NS(=O)(=O)CCN12,7,0.8,-1,7,2,14,-3,-0.2,-4
O=C(N/N=C/c1ccc(O)c(O)c1)c1cccc(S(=O)(=O)N2CCCC2)c1,-3,0.2,-7,-10,1,-10,-3,0.5,11
O=c1cc(O)c2sc(Nc3ccc(F)cc3)nc2[nH]1,-10,-0.2,-13,-8,1,-3,1,0.0,18
COC(CNC(=O)c1ccc2c(c1)nc(C)n2-c1cc(C)cc(C)c1)OC,-1,0.9,3,12,10,-1,-11,-0.1,-11
CCC1CCC2(CC1)NC(=O)N(CC(=O)Nc1ccc(OC)c(Cl)c1)C2=O (configuration not stated),-11,-0.4,-4,2,-2,-17,-5,-0.6,15
CCOC(=O)C(NC(C)=O)(Nc1ccc(S(=O)(=O)Nc2onc(C)c2C)cc1)C(F)(F)F (configuration not stated),-4,1.5,-1,12,10,17,-5,0.0,13
CC(C)(C)n1ncc2c(=O)n(CC(=O)c3ccc(Cl)cc3)cnc21,-20,1.4,-1,-9,8,20,-4,3.6,18
CN(c1ccccc1)S(=O)(=O)c1cccc(NC(=O)c2ccc(Cl)c([N+](=O)[O-])c2)c1,64*,7.7,-2,3,18,36,-11,7.6,-15
CCc1c(SCCC(=O)O)nc2ccccc2c1C,-5,1.1,-4,-14,1,-8,3,1.0,1
COCCN1CCN(C(=O)c2cc(COc3ccc(F)cc3Cl)on2)CC1,6,1.7,-3,7,1,7,-11,6.1,-1
CCN(CC)S(=O)(=O)c1cccc(NC(=O)CN(C)C2CCCCC2)c1,-13,-0.6,-7,-10,3,-6,-12,1.2,15
Cc1c(C(=O)O)sc2ncnc(N3CCCCC3C)c12 (configuration not stated),3,0.5,-3,-6,12,0,-9,0.4,9
O=C(Nc1nccs1)c1ccc(N2CCOCC2)c([N+](=O)[O-])c1,-15,7.5,1,-11,7,-5,-4,4.5,23
CC(Sc1nc(-c2ccccc2)cc(C(F)(F)F)n1)C(=O)NCc1ccco1 (configuration not stated),-36,0.3,-4,-4,0,11,-3,-0.2,8
COc1ccc(OC)c(/C=N/NC2=NS(=O)(=O)c3ccccc32)c1,3,-0.1,-3,-8,0,-25,-7,0.3,5
COc1cc(CNS(=O)(=O)CCl)cc(OC)c1OC,-2,0.1,-5,-9,5,-3,1,0.1,11
CN(C(=O)CO/N=C/c1ccc(OC(F)F)cc1)C1CCS(=O)(=O)C1 (configuration not stated),-12,1.5,-6,-6,3,3,-18,1.0,18
Cc1ccc(C(=O)COC(=O)CN2C(=O)C3CC=CCC3C2=O)cc1[N+](=O)[O-] (configuration not stated),-15,3.3,2,15,2,-20,-14,0.0,-19
C=CCN(CC(=O)Nc1c(C)cccc1CC)C(=O)SCCC,-18,0.1,-3,-4,-1,16,-9,-0.6,9
O=C(O)c1c[nH]c2c([N+](=O)[O-])cccc2c1=O,.,.,-2,-14,0,-6,.,0.8,17
C#CCn1cc2c(c1-c1ccccc1)c(=O)n(C)c(=O)n2C,.,.,-4,-2,3,-28,.,2.3,3
COc1cccc(CNS(=O)(=O)c2c(C(=O)N3CCCCCC3)c(C)n(C)c2C)c1,-19,-0.4,-6,-15,1,-24,-4,0.4,9
CCCS(=O)(=O)c1nc(S(=O)(=O)c2ccc(C)cc2)c(NCCN2CCOCC2)s1,-12,-0.5,-5,-8,-1,-34,-17,1.5,17
CN(CC(=O)Nc1ccc(F)cc1)c1ccc(S(=O)(=O)N2CCCC2)cn1,1,1.7,-5,-11,0,20,-4,1.0,-7

# Following part
SMILES,CHO parental Ca,V1R ag counter,M1 ag,CHO-K1 Ca antag,TAAR1 agonist,TAAR1 antagonist,OXTR potentiator,M1 ag parental,CHO-K1 Ca PAM
Nc1sccc1C(=O)c1ccc(Cl)cc1,.,.,-1,2,14,-13,.,0.4,-5
CCOC(=O)c1[nH]c(C)c(C(=O)OCC(=O)NCc2ccc(OC)cc2)c1C,-28,0.5,-3,-7,3,-17,-5,-0.2,4
COc1ccc(-n2c(=O)cc(N3CCCCCC3)[nH]c2=O)cc1,3,0.8,-7,-45,4,5,-3,0.0,16
COc1ccc(Cn2nnnc2C(c2cc3cccc(C)c3[nH]c2=O)N2CCOCC2)cc1 (configuration not stated),-9,-0.6,-5,-11,9,4,-4,1.2,17
Cc1cc(C(=O)NCCc2ccc(Cl)cc2)n(-c2ccccc2)n1,-10,-0.9,-3,-17,-3,-11,-15,0.4,16
Cn1nc(C(C)(C)C)c([N+](=O)[O-])c1C(N)=O,9,0.5,-3,-13,4,-28,2,0.8,18
O=C(CCC(=O)N1CCN(Cc2ccc(F)cc2)CC1)Nc1nnc(C2CCCCC2)s1,-22,3.0,0,18,4,-7,-2,0.4,-14
Cc1ccc(CN(c2ccc(C(=O)NCc3ccccn3)cc2)S(C)(=O)=O)cc1,-7,15,8,-4,38*,17,-8,3.9,17
O=C(NC1CC(=O)N(c2ccc3c(c2)OCCO3)C1)N1CCC(O)CC1 (configuration not stated),12,0.4,-4,-1,0,4,-5,0.4,-2
COc1ccccc1-c1c(C)nn2c(NCCN3CCCC3)cc(C)nc12,-23,-0.8,-9,14,0,3,-2,-0.2,-5
COc1cccc(C(=O)Nc2nc(-c3ccncc3)cs2)c1,0,1.0,-8,-3,9,7,-5,1.6,12
CCCn1c(SCc2nc(N)nc(N3CCCCC3)n2)nc2c1c(=O)n(C)c(=O)n2C,-23,-0.7,-5,3,0,-4,-18,0.5,-5
CC(=O)N1N=C(N)SC1(C)C,-2,1.1,-2,-21,7,19,-4,0.7,19
O=C(O)CSc1nnc(-c2ccncc2)n1Cc1ccccc1,11,0.0,-4,-15,9,-18,-1,0.2,20
Cc1ccc(OCC(=O)OCCN2C(=O)c3ccccc3C2=O)cc1C,-14,-0.3,-4,-3,1,18,-4,0.7,2
